pPAFAH FP inh = pPAFAH enzyme inhibitors, primary screen, biochemical, fluorescence polarization, human. Platelet-activating factor acetylhydrolase (Homo sapiens), Q13093. recombinant pPAFAH, FP-rhodamine probe fluorescence polarization. inhibition, % at 3.39 µM. actives 1.5% (n = 330,000);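 active = inhibition above the mean inhibition across the screen plus 3 SD, cut at about 25% in these data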;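 note: inhibitors block binding of the rhodamine activity-based probe so polarization drops; 0% = enzyme with DMSO and 100% = wells lacking pPAFAH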
MEX-5 binding = MEX-5 zinc finger RNA-binding disruptors – biochemical, C. elegans, fluorescence polarization, MLPCN library, primary screen. Zinc finger protein mex-5 (Caenorhabditis elegans), Q9XUB2. MEX-5/FITC-TCR2 RNA binding; active compounds read low. activity score (negative = inhibition of binding), % at 10 µM. actives 0.38% (n = 300,000). AID 1832, 2009;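 active = inhibition past about -25% in most replicates, and total fluorescence under double the plate's negative control median, limit read from the data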;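 note: 0% = DMSO and -100% = 5 µM competing unlabeled TCR2 RNA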
Target sequence (Q9XUB2 whole entry, looked up): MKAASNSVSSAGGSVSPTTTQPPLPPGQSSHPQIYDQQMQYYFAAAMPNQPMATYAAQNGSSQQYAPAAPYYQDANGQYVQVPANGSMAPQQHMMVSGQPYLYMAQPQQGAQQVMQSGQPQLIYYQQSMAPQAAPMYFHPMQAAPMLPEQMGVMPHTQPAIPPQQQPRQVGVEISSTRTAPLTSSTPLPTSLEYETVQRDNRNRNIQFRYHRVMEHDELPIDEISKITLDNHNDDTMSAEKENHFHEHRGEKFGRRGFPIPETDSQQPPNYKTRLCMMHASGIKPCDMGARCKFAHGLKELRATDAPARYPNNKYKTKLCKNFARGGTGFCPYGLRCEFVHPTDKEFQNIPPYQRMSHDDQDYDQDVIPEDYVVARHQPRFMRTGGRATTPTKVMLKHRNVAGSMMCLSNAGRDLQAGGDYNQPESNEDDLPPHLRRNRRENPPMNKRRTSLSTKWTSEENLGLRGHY
PME-1 inh = PME-1 inhibitors via competitive probe labeling, primary screen, biochemical, fluorescence polarization, FP-Rh probe, HTS; Protein phosphatase methylesterase 1 (Homo sapiens), Q9Y570; recombinant PME-1; inhibition, % at 5.9 µM; actives 0.53% (n = 320,000); AID 2130, 2009;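 active = inhibition above the campaign mean of all compounds plus 3 SD, cut at about 26% in these data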;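 note: competitive labeling of PME-1 active site by serine hydrolase directed probe; 0% = PME-1 with DMSO and 100% = wells lacking PME-1 enzyme; inhibitors block probe labeling so polarization falls and inhibition rises; many of its hits are not listed in these tables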
Fam108B counter = mouse Fam108B serine hydrolase inhibitors, primary screen, counter-screen for RBBP9 inhibitor project, biochemical, fluorescence polarization | inhibition, % at 9.51 µM | actives 0.33% (n = 300,000) | recombinant Fam108B, FP-Rh probe fluorescence polarization | AID 1947, 2009;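 active = inhibition above the screen mean inhibition plus 3 SD, computed separately per campaign, cut at about 18% in these data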;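 note: inhibitors lower polarization as less probe binds the enzyme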
GLD-1 RNA inh = GLD-1/TGE RNA complex disruptors, primary screen, biochemical, fluorescence polarization; actives 0.44% (n = 320,000); purified GLD-1 + fluorescein TGE RNA; inhibition, % at 5.96 µM; AID 2280, 2010; Female germline-specific tumor suppressor gld-1 (Caenorhabditis elegans), Q17339;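 active = percent inhibition above a per-plate cutoff, the plate mean of test compounds plus 3 SD, cut at about 30% in these data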;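 note: 0% = DMSO wells with GLD-1 and probe and 100% = wells lacking GLD-1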
AHR act = AHR activators, primary screen, cell-based, luminescence, luciferase reporter, human; AID 2796, 2010; actives 2.5% (n = 320,000); AHR-responsive luciferase reporter cells; activation, % at 5 µM; Aryl hydrocarbon receptor (Homo sapiens), P35869; in the data active = activation above about 47%;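 note: 0% = vehicle wells and 100% = reference agonist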
MCL1 BIM primary = inhibitors of MCL1 binding to BIM-BH3, primary screen, biochemical, fluorescence polarization; inhibition, % at 10.9 µM; Induced myeloid leukemia cell differentiation protein Mcl-1 (Homo sapiens), Q07820; AID 2057, 2009; actives 0.68% (n = 320,000); GST-MCL1 / FITC-Bim-BH3 fluorescence polarization;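 active = inhibition above the mean inhibition of all tested compounds plus 3 SD, set per campaign, cut at about 40% in these data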;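 note: 0% = DMSO wells and 100% = unlabeled Bim-BH3 peptide control; higher means more loss of mP so more displacement of Bim peptide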
Target sequence (Q07820 whole entry, looked up): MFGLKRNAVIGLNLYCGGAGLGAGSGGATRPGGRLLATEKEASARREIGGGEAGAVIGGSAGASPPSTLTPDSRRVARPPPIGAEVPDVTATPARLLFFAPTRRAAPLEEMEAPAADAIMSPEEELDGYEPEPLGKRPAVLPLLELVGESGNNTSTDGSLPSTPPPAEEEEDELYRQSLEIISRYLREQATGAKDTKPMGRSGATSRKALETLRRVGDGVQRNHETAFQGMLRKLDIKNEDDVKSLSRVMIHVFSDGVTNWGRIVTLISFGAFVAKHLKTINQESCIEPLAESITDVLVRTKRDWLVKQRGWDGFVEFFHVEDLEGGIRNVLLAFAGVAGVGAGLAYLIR
BCLXL inh = inhibitors of human Bcl-xL, primary screen, biochemical, fluorescence polarization, HTS; Bcl-2-like protein 1 (Homo sapiens), Q07817; GST-Bcl-xL / FITC-Bim BH3 peptide fluorescence polarization; inhibition, % at 10.9 µM; actives 0.7% (n = 320,000); AID 2129, 2009;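 active = inhibition above the mean of all tested compounds plus 3 SD, cutoff set per campaign, cut at about 30% in these data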;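 note: 0% = DMSO wells and 100% = unlabeled Bim-BH3 peptide competitor; inhibitors lower millipolarization by displacing the labeled peptide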
PAFAH1B2 FP inh = PAFAH1B2 enzyme inhibitors, primary screen, biochemical, fluorescence polarization, human | Platelet-activating factor acetylhydrolase IB subunit alpha2 (Homo sapiens), P68402 | recombinant PAFAH1B2, FP-rhodamine activity probe | inhibition, % at 3.39 µM | actives 1.2% (n = 340,000) | AID 492953, 2010;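 active = inhibition above the mean of all tested compounds plus 3 SD, cut at about 24% in these data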;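 note: 0% = enzyme with DMSO and 100% = wells lacking PAFAH1B2; many of its hits are not listed in these tables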
Target sequence (P68402 whole entry, looked up): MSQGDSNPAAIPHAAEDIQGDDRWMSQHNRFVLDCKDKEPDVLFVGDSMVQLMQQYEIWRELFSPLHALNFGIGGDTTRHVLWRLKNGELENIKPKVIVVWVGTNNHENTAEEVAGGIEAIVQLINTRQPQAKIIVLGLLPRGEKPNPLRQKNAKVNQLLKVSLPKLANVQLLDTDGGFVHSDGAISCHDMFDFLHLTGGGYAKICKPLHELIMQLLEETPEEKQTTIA
* marks the source's active call; other numbers are inactive results; & = joins results of further samples. Only part of the results is shown; the hit share may differ from the screen's.

`CC(C)C(c1nnnn1C(C)(C)C)N1CCN(Cc2cccnc2)CC1` (configuration not stated) gave pPAFAH FP inh 2, MEX-5 binding -1.3, PME-1 inh -6, Fam108B counter 1, GLD-1 RNA inh -1, AHR act 8, MCL1 BIM primary -3, BCLXL inh 3 and PAFAH1B2 FP inh 12.
Screening OC1C(O)C(O)C(O)C(O)C1O (configuration not stated) returned pPAFAH FP inh 2&5&4, MEX-5 binding 4.1&3.5&1.3, PME-1 inh 0&2&4, Fam108B counter 1&-8&4, GLD-1 RNA inh 6&2&0, AHR act -3&-3&-2, MCL1 BIM primary 10&5&1, BCLXL inh 5&1&5 and PAFAH1B2 FP inh -3&0&2.
`CC(=O)c1ccc(NC(=S)NC(NC(=O)c2ccco2)C(Cl)(Cl)Cl)cc1` (configuration not stated) gave pPAFAH FP inh -5, MEX-5 binding -4.7, PME-1 inh -10, Fam108B counter -10, GLD-1 RNA inh 3, AHR act 2, MCL1 BIM primary 4, BCLXL inh 4 and PAFAH1B2 FP inh -1.
COc1ccc(NC2C=CS(=O)(=O)C2)c(OC)c1 (configuration not stated) was read as pPAFAH FP inh 7, MEX-5 binding -1.0, PME-1 inh 8, Fam108B counter -1, GLD-1 RNA inh 5, AHR act 0, MCL1 BIM primary 0, BCLXL inh 4 and PAFAH1B2 FP inh 8.
`C=C(C)CSc1nc2sc3c(c2c(=O)n1-c1ccccc1)CCN(C)C3` gave pPAFAH FP inh 10, MEX-5 binding 1.5, PME-1 inh 11, Fam108B counter 0, GLD-1 RNA inh -1, AHR act 0, MCL1 BIM primary 9, BCLXL inh 13 and PAFAH1B2 FP inh -1.
Cc1cc([N+](=O)[O-])ccc1NC(=O)CCC(=O)N1CCCCC1 was read as pPAFAH FP inh -1, MEX-5 binding 2.4, PME-1 inh -1, Fam108B counter 3, GLD-1 RNA inh 7, AHR act -4, MCL1 BIM primary 0, BCLXL inh 2 and PAFAH1B2 FP inh 6.
Screening CN1CCCN(C(=O)CNC(=O)c2ccccc2F)CC1 returned pPAFAH FP inh 1, GLD-1 RNA inh 2, AHR act -1 and PAFAH1B2 FP inh 8.
Screening Cc1ccc(S(=O)(=O)N2CC(O)CC2C(=O)NCc2ccc3c(c2)OCO3)cc1 (configuration not stated) returned pPAFAH FP inh 8, MEX-5 binding -1.5, PME-1 inh -3, Fam108B counter 2, GLD-1 RNA inh 4, AHR act -1, MCL1 BIM primary -2, BCLXL inh -2 and PAFAH1B2 FP inh 7.
For Cc1cccc(C(=O)O/N=C/c2ccc(Br)cc2)c1 the results were pPAFAH FP inh 18, MEX-5 binding 0.2, PME-1 inh -10, Fam108B counter -3, GLD-1 RNA inh 3, AHR act -2, MCL1 BIM primary 3, BCLXL inh 5 and PAFAH1B2 FP inh 37*.
For C[C@H](NC(=O)c1ccco1)C(=O)NC1CCCCCC1 the results were pPAFAH FP inh -1, PME-1 inh 5, GLD-1 RNA inh -3, AHR act 2, MCL1 BIM primary 7, BCLXL inh -8 and PAFAH1B2 FP inh 8.
`CSc1ccc(C(=O)C2CCCN(S(=O)(=O)N(C)C)C2)cc1` (configuration not stated) gave pPAFAH FP inh 5, MEX-5 binding 0.3, PME-1 inh 2, Fam108B counter 1, GLD-1 RNA inh -6, AHR act 5, MCL1 BIM primary 5, BCLXL inh 4 and PAFAH1B2 FP inh -1.
`CC(C)(C)C1CCC(=NNC(=O)c2cc3c(s2)CCCC3)CC1` (configuration not stated) gave pPAFAH FP inh 3, MEX-5 binding 2.2, PME-1 inh -1, Fam108B counter 4, GLD-1 RNA inh -5, AHR act 18, MCL1 BIM primary 8, BCLXL inh 7 and PAFAH1B2 FP inh 0.
For O=S(=O)(NCc1cccs1)c1cccc2cccnc12 the results were pPAFAH FP inh 6, MEX-5 binding 1.8, PME-1 inh 3, Fam108B counter 0, GLD-1 RNA inh 2, AHR act -2, MCL1 BIM primary 6, BCLXL inh -1 and PAFAH1B2 FP inh -3.
`Cc1c(Cl)cccc1NC(=O)Cn1c(-c2ccc(F)cc2)noc1=O` gave pPAFAH FP inh 4, MEX-5 binding 1.9, PME-1 inh 1, Fam108B counter 4, GLD-1 RNA inh -6, AHR act 6, MCL1 BIM primary -7, BCLXL inh 6 and PAFAH1B2 FP inh 4.
COc1cc(C2c3c(c(C)c(C)oc3=O)Oc3c(C)c(C)oc(=O)c32)ccc1OS(=O)(=O)c1ccc(C)cc1 was read as pPAFAH FP inh 3, PME-1 inh -6, GLD-1 RNA inh -10, AHR act -2, MCL1 BIM primary -13, BCLXL inh -6 and PAFAH1B2 FP inh -4.

Brought forward from above: two compounds, followed by the next part.
`Cc1c(Cl)cccc1NC(=O)Cn1c(-c2ccc(F)cc2)noc1=O` gave pPAFAH FP inh 4, MEX-5 binding 1.9, PME-1 inh 1, Fam108B counter 4, GLD-1 RNA inh -6, AHR act 6, MCL1 BIM primary -7, BCLXL inh 6 and PAFAH1B2 FP inh 4.
COc1cc(C2c3c(c(C)c(C)oc3=O)Oc3c(C)c(C)oc(=O)c32)ccc1OS(=O)(=O)c1ccc(C)cc1 was read as pPAFAH FP inh 3, PME-1 inh -6, GLD-1 RNA inh -10, AHR act -2, MCL1 BIM primary -13, BCLXL inh -6 and PAFAH1B2 FP inh -4.
`CCN(CC)C(=O)c1c[nH]c2ccc(S(=O)(=O)Nc3cc(C)cc(C)c3)cc2c1=O` gave pPAFAH FP inh 29*, PME-1 inh -6, Fam108B counter -1, GLD-1 RNA inh 4, AHR act 1, MCL1 BIM primary 7, BCLXL inh 5 and PAFAH1B2 FP inh 7.
For CC(C)C(c1nnnn1Cc1ccc(F)cc1)N1CCN(C2CCCC2)CC1 (configuration not stated) the results were pPAFAH FP inh 1, MEX-5 binding 0.4, PME-1 inh 2, Fam108B counter -3, GLD-1 RNA inh -1, AHR act 4, MCL1 BIM primary -4, BCLXL inh 0 and PAFAH1B2 FP inh 10.
Cc1ccc(CSc2nnc(-c3ccncc3)n2C)cc1 was read as pPAFAH FP inh -4, MEX-5 binding 1.6, PME-1 inh -3, Fam108B counter 7, GLD-1 RNA inh -7, AHR act -14, MCL1 BIM primary -5, BCLXL inh -1 and PAFAH1B2 FP inh 6.
COCCNC(=O)CSc1nnc(NC(=O)C2CC(=O)N(c3ccccc3OC)C2)s1 (configuration not stated) was read as pPAFAH FP inh 5, MEX-5 binding -4.7, PME-1 inh 2, Fam108B counter 5, GLD-1 RNA inh 0, AHR act -1, MCL1 BIM primary 6, BCLXL inh 2 and PAFAH1B2 FP inh 3.
Screening COc1ccc(C(=O)NCC(=O)OCc2csc(-c3ccccc3)n2)cc1 returned pPAFAH FP inh 0, MEX-5 binding -3.4, PME-1 inh 4, Fam108B counter 1, GLD-1 RNA inh 0, AHR act 3, MCL1 BIM primary -13, BCLXL inh -1 and PAFAH1B2 FP inh 8.
COc1ccc(OCCSc2nnc(-c3ccccc3)n2N)cc1 was read as pPAFAH FP inh 1, MEX-5 binding -2.9, PME-1 inh 1, Fam108B counter 9, GLD-1 RNA inh -3, AHR act 2, MCL1 BIM primary 5, BCLXL inh 7 and PAFAH1B2 FP inh -1.
Screening CC1CCc2sc(C(=O)OCC(=O)NCc3ccc(F)cc3)cc2C1 (configuration not stated) returned pPAFAH FP inh -1, MEX-5 binding -0.3, PME-1 inh -3, Fam108B counter -3, GLD-1 RNA inh 4, AHR act -1, MCL1 BIM primary -8, BCLXL inh 0 and PAFAH1B2 FP inh 0.
COc1ccc(-c2sc3cc4c(cc3c2C#CC2(O)CCCCC2)OCO4)cc1 was read as pPAFAH FP inh 1, PME-1 inh -4, GLD-1 RNA inh -1, AHR act 96*, MCL1 BIM primary 0, BCLXL inh -3 and PAFAH1B2 FP inh -1.
CC(C)(C)c1ccc(/C=C2\SC(=O)N=C2N)cc1 was read as pPAFAH FP inh 7, MEX-5 binding 0.7, PME-1 inh 3, Fam108B counter -2, GLD-1 RNA inh 2, AHR act 14, MCL1 BIM primary 0, BCLXL inh 1 and PAFAH1B2 FP inh 2.
CCOc1ccc(N(CC(=O)NCCSCc2ccccc2)S(=O)(=O)c2ccccc2)cc1 was read as pPAFAH FP inh 28*, MEX-5 binding 2.5, PME-1 inh -6, Fam108B counter -6, GLD-1 RNA inh 7, AHR act 5, MCL1 BIM primary 8, BCLXL inh 7 and PAFAH1B2 FP inh 3.
Cc1ccc(-c2n[nH]c(=S)n2/N=C/c2ccncc2)cc1 was read as pPAFAH FP inh 3, MEX-5 binding -0.1, PME-1 inh -3, Fam108B counter -1, GLD-1 RNA inh 7, AHR act 4, MCL1 BIM primary -37, BCLXL inh -41 and PAFAH1B2 FP inh 5.
Screening O=C(CCC(=O)N1CCCCCC1)Nc1ccc([N+](=O)[O-])cc1 returned pPAFAH FP inh -1, MEX-5 binding 2.0, PME-1 inh -7, Fam108B counter 2, GLD-1 RNA inh 4, AHR act 2, MCL1 BIM primary 6, BCLXL inh 6 and PAFAH1B2 FP inh 14.
CCOC(=S)NC(=O)c1sc2ccccc2c1Cl was read as pPAFAH FP inh 4, MEX-5 binding -1.7, PME-1 inh -1, Fam108B counter 1, GLD-1 RNA inh -1, AHR act 6, MCL1 BIM primary 8, BCLXL inh 5 and PAFAH1B2 FP inh 3.
Screening Cc1cc(C)cc(NS(=O)(=O)c2cnc(Cl)c(Cl)c2)c1 returned pPAFAH FP inh -5, MEX-5 binding -2.4, PME-1 inh -9, Fam108B counter 1, GLD-1 RNA inh -1, AHR act 3, MCL1 BIM primary 1, BCLXL inh 1 and PAFAH1B2 FP inh -1.
For O=C(NCc1ccccn1)Nc1ccc(Cl)cc1Cl the results were pPAFAH FP inh -4, MEX-5 binding 0.2, PME-1 inh 1, Fam108B counter -4, GLD-1 RNA inh 5, AHR act 8, MCL1 BIM primary -1, BCLXL inh -2 and PAFAH1B2 FP inh -4.
Screening Cc1c(Cl)cccc1NC(=O)C(=O)NNC(=O)c1ccccc1F returned pPAFAH FP inh -5, MEX-5 binding 0.1, PME-1 inh -4, Fam108B counter -3, GLD-1 RNA inh -1, AHR act -2, MCL1 BIM primary -1, BCLXL inh 4 and PAFAH1B2 FP inh 1.
Screening Cc1[nH]c(=S)c(C#N)c(C)c1Cc1ccc(Cl)cc1Cl returned pPAFAH FP inh 7, MEX-5 binding 2.1, PME-1 inh -1, Fam108B counter -2, GLD-1 RNA inh -5, AHR act 0, MCL1 BIM primary 4, BCLXL inh 8 and PAFAH1B2 FP inh -2.
